Screening results as filed in PubChem.
ATXN viability: reduces viability in counter-screen for ATXN expression inhibitors; 400,000 compounds, 0.49% hits; S2 cells (HEK-293 line with an ATXN2-luciferase reporter) viability, CellTiter-Fluor protease fluorescence, 24 h; Potency, µM (top dose mostly 56.7 µM), usual class: cytotoxic; note: potency is the fitted concentration of half-maximal effect; nearly all actives have a fitted effect of over 40% in size
IL-1B inflam inh: inhibitors of inflammasome signaling (IL-1 beta secretion) | 360,000 compounds, 4.7% hits | activity change, % at 57.5 µM | THP-1 LPS/ATP IL-1B secretion, AlphaLISA, 16 h; active compounds read low; in the data active = activity change below about -50%; inconclusive = mostly about -30% to -49%; note: % is set by controls: 0 for no effect and ±100 for the full control effect
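Secreted IL-1B measured by AlphaLISA bead assay after 16 h compound exposure of THP-1 cells; compounds (final up to 57.5 uM) added 1 h before LPS (250 ng/mL) and ATP (1.25 mM) stimulation; lower signal means less secretion.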
KB-V1 cytotox: KB-V1 MDR subline cytotoxicity. AID 1347076. 400,000 compounds, 3.4% hits. Potency, µM (titrated, usually from 46.1 µM), for the others: at the highest dose activity change, negative = cytotoxicity, hits mostly cytotoxic. KB-V1 MDR cells viability, CellTiter-Glo, 72 h; note: potency is the fitted concentration of half-maximal effect; % is set by controls: 0 for no effect and ±100 for the full control effect; nearly all actives have a fitted effect of over 60% in size
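Potencies derive from concentration-effect curves fitted to normalized luminescence (CellTiter-Glo) of KB-V1 cells treated for 72 h at 37 degrees C in phenol-red-free DMEM containing 10% FBS.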
HT1080 IDH1KD tx: HT-1080 IDH1 knockdown cell toxicity (counter line); HT-1080 IDH1 knockdown viability, ATP luminescence, 48 h; Potency, µM (top dose mostly 46.1 µM), inactives show at the top dose activity, negative = toxicity, hits mostly cytotoxic; 360,000 compounds, 2% hits;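 note: potency is the fitted concentration of half-maximal effect; 0% = DMSO wells and -100% = cell-free medium wells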
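Viability of IDH1-knockdown HT-1080 fibrosarcoma cells was assessed by CellTiter-Glo after 48 h at 37 °C with titrated compound; concentration-effect curves were classified by fit quality and response size.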
SW480 rereplic: inducers of DNA re-replication in SW480 colon cancer cells | SW480 DNA re-replication, Hoechst DNA content imaging, 48 h | Potency, µM (top dose mostly 46.1 µM), without a hit: at the highest dose re-replication activation, most hits filed as activators | 340,000 compounds, 1.8% hits | AID 624297; note: potency is the fitted concentration of half-maximal effect; % of control where 0% means no effect; nearly all actives have a fitted effect of over 55% in size
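First, 250 cells per well were seeded. Next, compound or vehicle (23 nL) was pinned in, plates sat 48 hr at 37 C. Finally Hoechst was added for 40 min before fluorescence scanning.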
ATXN2 expr inh: inhibitors of ATXN2 expression; HEK-293 ATXN2-luciferase reporter, luminescence, 24 h; Potency, µM (highest dose often 57 µM), for inactives: at the top dose activity change, negative = inhibition, most hits filed as inhibitors; 360,000 compounds, 0.72% hits; AID 1745845; note: potency is the fitted concentration of half-maximal effect; % is set by controls: 0 for no effect and ±100 for the full control effect; nearly all actives have a fitted effect of over 55% in size
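qHTS (up to 57 uM final) was run with 24 h compound exposure of reporter cells at 37 °C. Each well was multiplexed: SteadyGlo luminescence measured ATXN2-luciferase expression after a fluorogenic Gly-Phe-AFC viability readout (25 uM final).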
HT1080-NT tox: kills 2HG-producing HT-1080-NT fibrosarcoma cells; HT-1080-NT fibrosarcoma viability, CellTiter-Glo ATP luminescence, 48 h; Potency, µM (doses to about 46.1 µM), for inactives: at the top dose activity, negative = less viability, most hits filed as cytotoxic; 360,000 compounds, 1.6% hits;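 note: NT is the 2HG producing partner of a matched IDH1 knockdown line; potency is the fitted concentration of half-maximal effect; 0% = DMSO-treated cells and -100% = media-only wells without cells; nearly all actives have a fitted effect of over 55% in size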
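A 48-hour cytotoxicity screen used HT-1080-NT cells plated 2 hours before compound delivery. ATP-based CellTiter-Glo luminescence measured viability, normalized to DMSO and no-cell controls.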
KB-3-1 cytotox: kills parental KB-3-1 adenocarcinoma cells; 400,000 compounds, 1.4% hits; KB-3-1 viability, CellTiter-Glo ATP luminescence, 72 h; Potency, µM (highest dose often 46.1 µM), for the others: at the highest dose activity change, negative = cytotoxic, hits mostly cytotoxic; note: potency is the fitted concentration of half-maximal effect; % is set by controls: 0 for no effect and ±100 for the full control effect; nearly all actives have a fitted effect of over 60% in size
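Cells are dispensed, compounds pinned in, plates held at 37 °C for 72 h, then CellTiter-Glo is added and luminescence read after 10 minutes. Cell line: parental KB-3-1 in phenol-red-free DMEM, 10% FBS.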
MCF10A rerep: DNA re-replication induction in MCF 10a cells; Potency, µM (series often up to 46.1 µM), for inactives: top-dose activity, positive = re-replication, usual class: activators; MCF 10A DNA re-replication, Hoechst nuclear intensity, 48 h; 350,000 compounds, 2.9% hits; note: potency is the fitted concentration of half-maximal effect; % of control where 0% means no effect; nearly all actives have a fitted effect of over 50% in size
Starred values were filed as active, the others as inactive; i = inactive; ? = inconclusive; . = not tested or not shown; [ ] = remark or other dose. Unless noted, calls come from the whole dose curve; as a rule, active = well fitted curve in the direction sought with a large enough effect; inconclusive = small, poorly fitted or top-dose-only effect, or another doubt; inactive = no such curve, though single readings can be large; an effect the other way counts as inactive or inconclusive.

SMILES | ATXN viability | IL-1B inflam inh | KB-V1 cytotox | HT1080 IDH1KD tx | SW480 rereplic | ATXN2 expr inh | HT1080-NT tox | KB-3-1 cytotox | MCF10A rerep
COc1ccc(C2CC(c3cc(Br)ccc3F)n3nnnc3N2)cc1 (centres undefined) | i | ? | 6% | -4% | 12% | 8% | -2% | 11% | 11%
CC1=NN(c2nc(N)nc(/C(C#N)=C/c3ccc([N+](=O)[O-])o3)n2)C(C)(C)C1 | ? | -16 | ? | ? | 8.2µM* | ? | -3% | ? | 3.3µM*
S=c1[nH]nc(COc2cccc(Cl)c2)n1Cc1ccccc1 | i | 14 | 8% | -11% | 0% | 2% | -20% | -6% | 15%
O=C(Nc1ccccc1-c1ccccc1)NC1CC2CCCC(C1)N2Cc1ccc(F)cc1 (centres undefined) | ? | -61* | -18% | -17% | ? | -25% | -17% | -13% | ?
O=C(C1=NN[C@@H]2C(=O)N(c3cccc(F)c3)C(=O)[C@H]12)c1ccc2ccccc2n1 | i | 18 | 12% | 4% | -1% | 18% | 1% | 19% | -4%
Cc1cc[n+]2n1CC(O)C2 (centres undefined) | i | . | 2% | 12% | ? | 9% | 12% | 2% | -1%
c1ccc(-c2ncc(CSc3nncn3-c3ccccc3)s2)cc1 | i | 0 | -10% | -1% | -3% | 5% | 2% | 0% | -1%
Cc1ccc(C)c(Nc2ncnc(N)c2[N+](=O)[O-])c1 | i | 0 | -5% | 20% | 16% | -1% | 15% | -5% | 0%
CN(CC(=O)NCCc1ccc(S(N)(=O)=O)cc1)CC(=O)Nc1ccccc1C(F)(F)F | i | 17 | 27% | 23% | -6% | 1% | 17% | 0% | -2%
O=S(=O)(Cc1ccccc1)c1cnc2ccccc2n1 | i | -89* | -5% | ? | ? | 22% | ? | ? | ?
COC(=O)C(C)Sc1nnc(Cc2cc(=O)[nH]c(=O)[nH]2)n1-c1ccc(OC)cc1 (centres undefined) | i | 2 | -9% | 13% | 3% | 2% | 10% | 2% | 18%
CSc1ccc(-c2nc(CSCC(=O)NCCCN3CCOCC3)c(C)o2)cc1 | i | -3 | 0% | -8% | -10% | -10% | -14% | 0% | 16%
COC(=O)Cc1ccc(NC(=O)c2ccc(NC(=O)c3ccco3)cc2)cc1 | i | -88* | ? | ? | -1% | -12% | ? | 3% | -2%
O=S1(=O)C=CC(Nc2cccc(Cl)c2)C1 (centres undefined) | i | -89* | 17% | ? | 28% | -24% | 10µM* | 4% | 9%
COc1cccc(-n2c(SCC(=O)NC3CCCCC3)nc3n[nH]c(C)c3c2=N)c1 | ? | 6 | ? | 18µM* | ? | 10% | 15µM* | 13µM* | ?
O=S(=O)(NCc1ccccc1)NCc1ccccc1 | i | -6 | 18% | 4% | -10% | 16% | 3% | 9% | -1%
CCn1c(COc2ccccc2C)nnc1SCC(=O)Nc1cc(C)on1 | i | -3 | -16% | 15% | -2% | -12% | 4% | 4% | -16%
CC1CCCC(C)N1C(=O)CSc1nnnn1C1CCCC1 (centres undefined) | i | 6 | -10% | 9% | -2% | 44%[activator] | 1% | 19% | 7%
C/C(N)=C(/C#N)C(=O)CSc1nc2ccccc2c(=O)n1-c1ccccc1C | ? | 47 | -14% | -10% | 15% | . | 0% | -2% | 23%
Cc1c(C(=O)N2CCN(Cc3nccn3C)CC2)oc2c(F)cccc12 | i | -2 | -11% | -4% | . | . | -9% | 4% | .

Some of the entries so far, with values under each structure:
Second line of a record: ATXN viability | IL-1B inflam inh | KB-V1 cytotox | HT1080 IDH1KD tx | SW480 rereplic | ATXN2 expr inh | HT1080-NT tox | KB-3-1 cytotox | MCF10A rerep
O=C(Nc1ccccc1-c1ccccc1)NC1CC2CCCC(C1)N2Cc1ccc(F)cc1 (centres undefined)
  ? | -61* | -18% | -17% | ? | -25% | -17% | -13% | ?
O=C(C1=NN[C@@H]2C(=O)N(c3cccc(F)c3)C(=O)[C@H]12)c1ccc2ccccc2n1
  i | 18 | 12% | 4% | -1% | 18% | 1% | 19% | -4%

Copied from the list.
IL-1B inflam inh, `CCn1c(COc2ccccc2C)nnc1SCC(=O)Nc1cc(C)on1` stands at -3
SW480 rereplic, `COC(=O)Cc1ccc(NC(=O)c2ccc(NC(=O)c3ccco3)cc2)cc1` stands at -1%

(list continues)
SMILES | ATXN viability | IL-1B inflam inh | KB-V1 cytotox | HT1080 IDH1KD tx | SW480 rereplic | ATXN2 expr inh | HT1080-NT tox | KB-3-1 cytotox | MCF10A rerep
CC(C)C(=O)OC/C(O)=C(\C#N)c1nc2ccccc2[nH]1 | ? | 80 | 18% | 6% | -8% | ? | 11% | 5% | 8%
CCC(=O)Nc1nnc(S(=O)(=O)N(C)c2ccccc2)s1 | i | 0 | 7% | 0% | -4% | 7% | -4% | 0% | 4%
CCc1nc2c(OCc3ccc(F)c(F)c3)cccn2c1N(C)C(=O)c1ccc(OC)cc1 | i | -6 | ? | -6% | . | -15% | -2% | -4% | .
COc1ccc(-c2c(C(F)(F)F)nn(C)c2NC(=O)c2ccco2)cc1 | i | 28 | -29% | -7% | 3% | . | 0% | -3% | -1%
O=C(Nc1ccc(S(=O)(=O)NC2=NCCCCC2)cc1)c1cc(S(=O)(=O)N2CCOCC2)ccc1F | ? | -3 | . | 5% | -1% | -11% | 4% | . | 2%
Cc1cc(=O)oc2cc(OCC#N)ccc12 | i | -7 | 7% | 15% | -3% | -3% | 10% | 2% | 4%
COC(=O)c1ccccc1S(=O)(=O)N(Cc1ccco1)Cc1cc2cc(OC)ccc2[nH]c1=O | ? | 14 | 8.2µM* | -22% | 0% | -13% | -1% | 14% | -2%
CC(=O)N(O)CCCCCNC(=O)CCC(=O)N(O)CCCCCNC(=O)CCC(=O)N(O)CCCCCNC(=O)CCC(=O)O | i | 22 | 0% | 6% | -2% | 2% | 13% | 0% | 0%
CC1(C)CN(c2cccc(-c3ccnc4ncnn34)c2)C1=O | i | 39 | -15% | -7% | -8% | 5% | -2% | -7% | -1%
NC(=O)c1ccc(NC(=O)COC(=O)C2(c3cccc(F)c3)CCCC2)cc1 | i | -13 | -30% | 0% | -2% | . | 1% | 0% | 6%
Cc1c(Br)c(O)c(Br)c2sc(=O)oc12 | i | 0 | 18% | -18% | 25% | 1% | -12% | 1% | -4%
CC(=O)c1c(N2CCCCC2)nc(=O)n(-c2ccccc2)c1C | i | 9 | -3% | -2% | -1% | 6% | 2% | 19% | -12%
O=C(CCCn1c(=O)[nH]c2cc(Cl)ccc2c1=O)NCCCN1CCN(c2ccc(F)cc2)CC1 | ? | ? | -2% | -1% | 4% | . | 0% | -14% | ?
CC(=O)N/C(=C/c1ccccc1)C(=O)NCCO | i | -11 | 10% | 2% | 2% | 4% | 8% | 5% | -1%
CC(=O)c1cn(CCC(C)C)c(=O)[nH]c1=O | i | -4 | -4% | -5% | 0% | 6% | -2% | 0% | 4%
Cc1ccc(Sc2ncnc(N)c2[N+](=O)[O-])cc1 | i | -27 | 3% | 0% | . | 3% | -20% | 7% | 9%
Cc1cc(Cl)c2oc(C(=O)NCCC3CCCCO3)c(C)c2c1 (centres undefined) | i | -3 | -9% | -14% | 0% | 50%[activator] | -3% | 12% | ?
CCc1nnc(NC(=O)c2sc3nc4cc(C)ccc4cc3c2N)s1 | i | 0 | 6% | 4% | -1% | 1% | 24% | 1% | ?
CCOc1ccc(CCNC(c2nnc(-c3ccccc3)o2)c2ccccc2Cl)cc1OCC (centres undefined) | i | . | -4% | . | . | -29% | . | ? | .
Cc1ccc(-n2ncc3c2CCCC3NC(=O)CCc2cnccn2)cc1C (centres undefined) | i | -4 | -25% | 3% | -1% | 0% | 1% | 7% | 4%
CCN(CC(=O)Nc1ccccc1C(F)(F)F)C(=O)c1cc(-c2ccccc2)nn1-c1ccccc1 | i | 5 | -14% | -6% | -10% | 6% | 2% | 9% | 10µM*
CC(=O)Nc1sc(NC(=O)c2ccco2)nc1-c1cccs1 | i | -5 | -6% | 5% | -17% | 3% | 5% | -8% | ?
CN(Cc1c(C(=O)N/N=C/c2cccc(O)c2)nnn1-c1nonc1N)c1ccccc1 | i | ? | ? | -17% | 2% | -10% | -21% | 1% | 1%
COc1ccc2occ(CC(=O)Nc3ccc(S(=O)(=O)Nc4nc(C)cc(C)n4)cc3)c2c1 | i | . | 16% | . | . | 5% | . | 9% | .
CCOC(=O)c1nnn(-c2nonc2N)c1CNc1ccccc1 | i | 35 | 0% | -7% | -40%[inhibitor] | -2% | -7% | -3% | ?
CCOC(=O)c1c(C)nc2cc(C)cc(C)n12 | i | -3 | -18% | 10% | -9% | 0%[11.3 µM] | ? | -2% | 0%
CCc1ccc(C(=O)CSc2nnc(C3CC3)n2C2CC2)cc1 | ? | -13 | 12µM* | 24% | -3% | 23% | 8% | -4% | 15%
Cc1cccc(/C(N)=N/OC(=O)CCCN2C(=O)c3ccccc3C2=O)c1 | i | 10 | 1% | 17% | 2% | 0% | 9% | 20% | 1%
C=CCn1cnc2c(c1=O)c1nc3ccccc3nc1n2/N=C/c1cc(OC)c(OC)c(OC)c1 | i | -5 | ? | ? | -1%[9.22 µM] | ? | ? | -6% | ?
COCC1CCN(C(=O)C2CCC(=O)N(Cc3cccc(C(F)(F)F)c3)C2)CC1 (centres undefined) | i | 1 | -24% | 4% | ? | 15% | 13% | -4% | -1%
Cn1c(=O)c2[nH]c(CCCCc3nc4ccccc4[nH]3)nc2n(C)c1=O | i | 19 | 12% | 3% | 1% | -8% | -2% | 35% | 0%
Cc1ccc(-c2csc(NC(=O)CN3CCOCC3)n2)cc1C | i | 1 | -24% | -3% | 0% | 0% | -6% | -12% | 8%
O=C(Nc1ccc2c3c(cccc13)CC2)c1ccccc1 | i | 34 | -25% | -7% | . | . | -4% | -9% | .
COCCNC(=O)C1(C)Cc2c(-c3cccc(NC(C)=O)c3)ccnc2O1 (centres undefined) | i | 47 | -2% | ? | . | -17% | ? | ? | .
